EphB4 antag – EphB4-ephrin-B2 interaction antagonists, primary screen, biochemical, TNYL-RAW peptide probe, fluorescence polarization; Ephrin type-B receptor 4 (Homo sapiens), P54760; EphB4 LBD / TNYL-RAW-Alexa532 peptide; inhibition, % at 7 µM; actives 0.15% (n = 97,000); AID 720, 2007;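 active = inhibition above the screen-wide mean inhibition plus 3 SD, cut at about 15% in these data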;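 note: 0% = DMSO wells and 100% = excess unlabeled TNYL-RAW peptide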
PLAP activator – PLAP enzyme activators, biochemical, luminescence, HTS; AID 696, 2007; activation fold at 20 µM; purified PLAP enzyme, luminescent substrate read-out; hits give high values; actives 1.2% (n = 96,000); Alkaline phosphatase, placental type (Homo sapiens), P05187; in the data active = activation fold above about 2
Target sequence (P05187 whole entry, looked up): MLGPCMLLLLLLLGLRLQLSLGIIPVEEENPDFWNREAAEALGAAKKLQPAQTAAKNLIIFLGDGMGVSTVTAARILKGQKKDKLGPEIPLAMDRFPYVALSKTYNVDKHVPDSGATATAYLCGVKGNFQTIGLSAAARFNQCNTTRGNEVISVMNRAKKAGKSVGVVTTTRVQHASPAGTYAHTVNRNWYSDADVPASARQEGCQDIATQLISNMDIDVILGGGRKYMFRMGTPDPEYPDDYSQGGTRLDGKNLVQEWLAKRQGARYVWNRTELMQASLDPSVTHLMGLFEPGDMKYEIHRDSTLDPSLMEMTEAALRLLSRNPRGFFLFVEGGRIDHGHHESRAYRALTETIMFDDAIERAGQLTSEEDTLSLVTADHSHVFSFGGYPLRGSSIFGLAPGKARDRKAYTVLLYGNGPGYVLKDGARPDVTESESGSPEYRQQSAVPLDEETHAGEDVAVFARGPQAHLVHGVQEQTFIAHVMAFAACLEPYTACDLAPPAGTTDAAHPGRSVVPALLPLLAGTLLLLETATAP
PLK1 PBD inh – Plk1 polo box domain binding inhibitors, primary screen, biochemical, fluorescence polarization; Serine/threonine-protein kinase PLK1 (Homo sapiens), P53350; Plk1 PBD phosphopeptide binding; inhibition, %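 (tested at about 20 µM)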; actives 0.13% (n = 97,000); in the data active = inhibition above about 34%, passing the limit was not always enough
CYP2C19 activ – human CYP2C19 activators, primary screen, biochemical, luminescence | recombinant CYP2C19, luciferin-H EGE luminescence; hits give high values; 0 = fully inhibited enzyme, 1 = untreated enzyme | 96,000 tested, under 10 active | Cytochrome P450 2C19 (Homo sapiens), P33261 | activation factor at 5 µM;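 active = activation factor of at least 2 at 5 µM in the primary screen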;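 note: 0 = wells with 2.5 mM tranylcypromine and 1 = vehicle-only wells; values of inactives mirror those of a sister screen read the other way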
CYP2C19 inh – blockers of cytochrome P450 2C19 activity – biochemical, luminescence, ADME assay, primary screen; actives 21% (n = 96,000); AID 778, 2007; inhibition, % at 5 µM; CYP2C19 Supersomes, luciferin-H EGE luminescence, 30 min;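 active = CYP2C19 inhibition above a set limit at 5 µM in the primary screen, cut at about 50% in these data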;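 note: plate controls were negative control wells for no effect and 2.5 mM tranylcypromine positive control for full effect; values of inactives mirror those of a sister screen read the other way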
Rev-RRE block – HIV-1 Rev-RRE binding inhibitors, primary screen, biochemical, FRET, protein-RNA interaction; P05866; Rev peptide-RRE RNA binding; inhibition, % at 8 µM; actives 0.79% (n = 97,000);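 active = inhibition above the screen-wide mean plus 3 SD, cut at about 35% in these data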;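 note: 0% = median DMSO wells and 100% = median Neomycin B control wells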
Target sequence (P05866 whole entry, looked up): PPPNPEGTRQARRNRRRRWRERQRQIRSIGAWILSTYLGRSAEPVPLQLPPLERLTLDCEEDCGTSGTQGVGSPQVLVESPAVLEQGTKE
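Test system: Cy5-tagged RRE RNA duplex with fluorescein-tagged Rev peptide | Read-out: % inhibition of FRET ratio versus controls | Probe or stimulus: Labelled Rev peptide | Incubation: 5 min RNA-compound premix plus 15 min binding step, 25 °C | Technique: FRET fluorescence readout | Benchmarks: DMSO low control, neomycin B high control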
CYP2C9 inhib – blockers of cytochrome P450 2C9 activity – biochemical, luminescence, ADME assay, primary screen | P11712 | CYP2C9 Supersomes, luciferin-H conversion | inhibition, % at 5 µM | actives 20% (n = 96,000) | AID 777, 2007;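 active = blocking of liver enzyme CYP2C9 beyond about 50% at 5 µM, limit read from the data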; note: values of inactives mirror those of a sister screen read the other way
CYP2C9 act – human CYP2C9 activators, primary screen, biochemical, luminescence | AID 1024, 2008 | recombinant CYP2C9, luciferin-H conversion; hits give high values; factor 1 = untreated enzyme, 0 = blocked | activation factor at 5 µM | Cytochrome P450 2C9 (Homo sapiens), P11712 | actives 1.4% (n = 96,000);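 active = activation factor of 2 or more for CYP2C9 at a 5 µM dose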;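 note: 0 = sulfaphenazole-blocked wells and 1 = vehicle-only wells; values of inactives mirror those of a sister screen read the other way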
PLK1 kinase inh – human PLK1 kinase inhibitors, primary screen, biochemical, TR-FRET. recombinant PLK1 kinase, TR-FRET peptide phosphorylation. inhibition, % at 10 µM. actives 0.53% (n = 97,000);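 active = inhibition of 50% or more in the single-concentration screen; inactive = inhibition below 50%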;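 note: 0% = DMSO max control and 100% = H-89 dihydrochloride min control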
The depositor's hits bear a star; nt = no result given.

SMILES | EphB4 antag | PLAP activator | PLK1 PBD inh | CYP2C19 activ | CYP2C19 inh | Rev-RRE block | CYP2C9 inhib | CYP2C9 act | PLK1 kinase inh
O=C(COC(=O)c1ccc2c(c1)OCCO2)NCCC1=CCCCC1 | 3.5 | 0.9 | 5.5 | 0.6 | 37.8 | 11.1 | 34.8 | 0.7 | -0.7
O=C(CCc1nc2ccccc2[nH]c1=O)OCC(=O)N1CCc2ccccc21 | 2.8 | 1.5 | 11.1 | 0.8 | 23.5 | 3.4 | 28.2 | 0.7 | -0.6
O=C(CSCc1ccc(F)cc1)Nc1ccccc1 | -6.8 | 1 | 21.0 | 0.1 | 94.3* | 1.6 | -56.1 | 1.6 | -5.9
Cc1ccc(C)c(N2CCN(C(=O)CCCn3c(=S)[nH]c4cc5c(cc4c3=O)OCO5)CC2)c1 | 0.6 | 1.7 | -16.9 | 0.5 | 54.5* | -2.7 | 77.1* | 0.2 | -7.1
FC(F)(F)c1cccc(-c2noc(CN3CCOCC3)n2)c1 | -8.6 | 1 | 7.9 | 0.9 | 7.0 | 2.8 | -1.4 | 1 | -7.5
C=CCn1c(SCC(=O)Nc2cccc(OC)c2)nnc1-c1cccnc1 | -7.5 | 1.4 | 19.8 | 0.6 | 37.4 | -6.1 | 42.2 | 0.6 | -8.1
O=C(CS(=O)(=O)Cc1ccccc1)N1CCN(c2cccc(C(F)(F)F)c2)CC1 | 1.6 | 0.9 | 9.1 | 0.4 | 56.7* | 9.2 | 12.2 | 0.9 | 2.0
Cc1nc2cc(-c3cccs3)[nH]n2c(=O)c1C | -1.9 | nt | -1.8 | nt | nt | 7.4 | nt | nt | -9.3
CCCCCN(C(=O)NC(=O)Nc1ccccc1C)S(C)(=O)=O | -0.1 | 0.8 | 3.3 | 0.8 | 19.5 | 6.2 | 32.9 | 0.7 | -0.1
CCC(=O)N1CCc2cc(S(=O)(=O)CCC(=O)N3CCc4ccccc4C3)ccc21 | -1.6 | 1.1 | 7.2 | 0.9 | 9.0 | 4.4 | -10.4 | 1.1 | -10.2
Cc1nnc(SCC(=O)NC(=O)NC2CCCC2)n1N | 7.3 | 1 | 10.2 | 1 | 3.5 | 4.2 | 3.3 | 1 | -5.7
COc1ccc(/C=N/n2c(N)nc(-c3ccccc3)c2-c2ccccc2)cc1 | -6.0 | 1.3 | -10.6 | 0.9 | 6.7 | -8.1 | -20.3 | 1.2 | -8.4
COc1ccccc1C(=O)Oc1cc(N)n(S(=O)(=O)c2ccc(C)cc2)n1 | 3.6 | 1.1 | 23.3 | 0.6 | 38.6 | 5.0 | 80.9* | 0.2 | -10.8
Cc1ccc(-n2nnnc2-c2cnc(-c3cccnc3)nc2C(F)(F)F)cc1 | 1.9 | 0.9 | 14.2 | 0.5 | 47.7 | 4.9 | 60.2* | 0.4 | -3.4
O=C(O)c1cc(Nc2nc(N3CCOCC3)nc(N3CCOCC3)n2)ccc1Cl | -1.4 | nt | 17.3 | nt | nt | 2.2 | nt | nt | -8.0
O=C(NC(=S)N1CCN(c2c(Cl)cccc2[N+](=O)[O-])CC1)c1cccs1 | 1.8 | 1.3 | -32.6 | 0.6 | 44.7 | 3.3 | 78.3* | 0.2 | -6.8
O=C(c1ccc2c3c(cccc13)CC2)N1CCN(c2ncccn2)CC1 | 1.8 | nt | -25.0 | nt | nt | 5.5 | nt | nt | -5.3
O=C(CSc1nc(O)cc(=O)n1-c1ccccc1)N1CCCCC1 | -3.0 | 0.9 | -4.2 | 1 | -4.6 | 5.5 | -5.1 | 1.1 | -7.1
O=C(Nc1cc(S(=O)(=O)N2CCOCC2)ccc1Cl)C(=O)c1c(-c2ccccc2)cc2ccccn12 | 2.5 | 1.3 | 4.3 | 0.5 | 45.2 | 5.1 | 69.8* | 0.3 | -10.3
Cc1c(NC(=O)c2cc(C3CC3)on2)c(=O)n(-c2ccccc2)n1C | -8.9 | 1 | -14.4 | 1.2 | -23.5 | 7.3 | -20.1 | 1.2 | -7.5
CCOC(=O)c1ccc(N2CSC3=C(C#N)C(c4ccc(OC)cc4OC)CC(=O)N3C2)cc1 (stereo unspecified) | -5.6 | 1 | 6.5 | 0.5 | 51.5* | 3.8 | 91.3* | 0.1 | -10.4
COc1ccc(-c2noc(CSc3nnc(CCc4ccccc4)n3-c3ccccc3)n2)cc1OC | 1.9 | 1.8 | 8.0 | 0 | 99.3* | -1.2 | 79.7* | 0.2 | -3.9
Cc1ccc(CN2C(=O)C3CCCN3c3ccc(S(=O)(=O)N4CCOCC4)cc32)cc1 (stereo unspecified) | -4.0 | 1.2 | -3.7 | 0.9 | 9.9 | 1.7 | 43.4 | 0.6 | -22.4
CC12CN(C(=O)c3ccccc3)C3(C#N)CC1CCC23C (stereo unspecified) | 0.3 | 1.1 | -9.2 | 0.6 | 36.8 | 8.5 | 7.2 | 0.9 | -14.5
N#Cc1cc([N+](=O)[O-])ccc1Oc1cccc(/C=N/NC(=O)c2ccc(Cl)cc2)c1 | 4.4 | 1.1 | -9.3 | 0.6 | 41.8 | 11.0 | 59.3* | 0.4 | -7.2
Going on with the list:
SMILES | EphB4 antag | PLAP activator | PLK1 PBD inh | CYP2C19 activ | CYP2C19 inh | Rev-RRE block | CYP2C9 inhib | CYP2C9 act | PLK1 kinase inh
C#CC(C)(C)NC(=O)c1ccccc1OC | nt | 1 | nt | 1.2 | -15.3 | nt | -138.1 | 2.4* | nt
CCOC(=O)c1c(C)nc(C)c(C(=O)OCC)c1-c1ccc(OC)cc1 | -10.1 | 1.1 | 12.1 | 0.9 | 11.7 | -6.3 | 23.8 | 0.8 | -0.2
O=C(Nc1cccc([N+](=O)[O-])c1)C12CC3CC(C1)CC(n1cnc([N+](=O)[O-])n1)(C3)C2 | 8.8 | 1 | -28.3 | 0.9 | 13.7 | 8.9 | 6.9 | 0.9 | -10.8
O=S1(=O)N=CN(Cc2cccc(F)c2)c2ccccc21 | -0.6 | 0.8 | 0.7 | 0.9 | 10.5 | 0.6 | 1.6 | 1 | -18.8
CCOc1ccc(-c2nc(CSCC(=O)N3CCN(C(=O)c4ccco4)CC3)c(C)o2)cc1 | 3.9 | 1.7 | -3.0 | 0.5 | 45.1 | 6.4 | 80.2* | 0.2 | 73.9*
CCOc1ccccc1NC(=O)c1ccccc1NS(C)(=O)=O | -1.1 | 1.2 | 17.4 | 0.9 | 9.3 | 1.9 | 95.9* | 0 | -12.9
COC(=O)/C(C#N)=C1/C=Cc2ccccc2N1C | -2.8 | nt | 0.1 | nt | nt | -1.8 | nt | nt | -2.6
CCn1c(SCC(=O)Nc2ccc3c(c2)c2ccccc2n3CC)nnc1-c1ccco1 | 7.6 | 0.9 | 25.3 | 0.2 | 85.0* | 18.2 | 28.1 | 0.7 | -13.4
Cc1ccc(C2CC(c3cccc(Cl)c3)n3nc(N)nc3N2)cc1 (stereo unspecified) | nt | 1 | nt | 0.8 | 23.2 | nt | -5.7 | 1.1 | nt
CCCS(=O)(=O)N1CCCC(C(=O)NCCCN2CCN(c3cccc(Cl)c3)CC2)C1 (stereo unspecified) | -1.8 | 1.6 | -22.3 | 1 | -3.1 | 13.3 | 13.3 | 0.9 | -14.2
Cc1ccc(CN2CCN(c3ccccn3)CC2)s1 | 1.3 | 1.5 | 14.4 | 0.1 | 89.9* | 0.8 | 50.2* | 0.5 | -7.6
CC(C)C(c1nnnn1C1CCCC1)N(C)C1CCCCC1 (stereo unspecified) | -1.6 | 1.3 | 22.4 | 0.8 | 22.0 | 9.6 | 51.2* | 0.5 | -16.4
CNC(=O)COC(=O)c1cccnc1SC | -2.7 | 0.9 | 18.9 | 1.4 | -39.5 | 6.2 | -41.4 | 1.4 | -5.8
Cc1cc(C)n(CCCNC(=O)c2ccc(S(=O)(=O)NCc3ccco3)cc2)n1 | -3.5 | 1.2 | 6.2 | 0.9 | 10.4 | 5.7 | 50.2* | 0.5 | -12.8
C=CCNc1sc(C(=O)C2CC2)c(N)c1C#N | -4.9 | 1 | -10.3 | 0.6 | 37.0 | 11.8 | -16.2 | 1.2 | -9.4
O=C(Cn1cnc2c(cnn2-c2ccc(F)cc2)c1=O)N1CCN(c2ccccc2)CC1 | 1.8 | nt | 4.1 | nt | nt | 6.5 | nt | nt | -2.4
COc1ccc(-c2nc(C#N)c(NCCCN(C)C)o2)cc1OC | 0.5 | 1.6 | -19.4 | 1 | -1.6 | 7.3 | -1.0 | 1 | -13.8
COC(=O)C(C)Sc1ncnc2c1nnn2-c1ccc(F)cc1 (stereo unspecified) | 0.8 | 1 | 0.9 | 0.8 | 19.0 | -0.8 | 21.0 | 0.8 | -4.7
CCOC(=O)c1c(-c2cccc(C)c2)csc1NC(=O)c1c(-c2ccccc2)noc1C | -0.1 | 1.1 | -21.8 | 0.6 | 37.7 | 15.2 | 26.8 | 0.7 | -11.1
COc1ccc(N=C2C(=Nc3ccc(OC)cc3)N(c3ccc(OC)cc3)C(=S)N2C)cc1 | 9.2 | 1.1 | 4.3 | 0.3 | 68.1* | 2.6 | 52.6* | 0.5 | -13.2
NC(=O)/C(=N\O)c1ccccc1 | 10.0 | 1 | 11.0 | 1.1 | -14.8 | 6.3 | -16.9 | 1.2 | 4.5
COc1ccccc1N(C(=O)CNC(=O)c1ccco1)C(C(=O)NC1CCCC1)c1ccncc1 (stereo unspecified) | -3.8 | nt | -8.6 | nt | nt | 0.7 | nt | nt | -9.6
O=C(C1CC(=O)N(c2ccccc2)C1)N1CCN(C2=NS(=O)(=O)c3ccccc32)CC1 (stereo unspecified) | -8.4 | 1 | -18.7 | 0.8 | 17.8 | 0.3 | 17.5 | 0.8 | -2.3
COc1ccc(Cl)cc1NC(=O)CN1CCC(n2nnc3cc(C)ccc32)CC1 | -7.7 | 9.3 | -2.0 | 0.1 | 93.7* | -8.4 | -28.7 | 1.3 | -11.3
CCOc1ccccc1NC(=O)CCC(=O)Nc1ccccc1OCC | -2.3 | 1.1 | -4.0 | 0.5 | 47.1 | 6.1 | -165.9 | 2.7* | -2.4
Cc1c(C(=O)N2CCN(C(=O)c3ccco3)CC2)sc2nc(-c3ccc(F)cc3)cn12 | nt | 1.4 | nt | 0.7 | 34.5 | nt | 20.3 | 0.8 | nt

Screening data deposited in PubChem by several laboratories.
